D1 PAM = Potentiators of Human D1 Dopamine Receptor: qHTS; HEK293 TREx D1 cells, calcium flux, dopamine EC20 potentiation; potentiation, % at 10 µM; hit rate 0.036% among 360,000; D(1A) dopamine receptor (Homo sapiens), P21728; in the data active = potentiation above about 30%; also: 0% is about no effect
TRHR enhancer = qHTS for Small Molecule Agonists and Allosteric Enhancers of Human TRH Receptor: Primary Screen for Enhancers | TRHR cells, fluo-8 calcium fluorescence, EC20 TRH enhancement | enhancement, % at 2 µM | hit rate 0.66% among 360,000; in the data active = enhancement above about 30%; also: 0% is about no effect
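Enhancer read-out: after compound pinning and an initial kinetic agonist-mode read, an EC20 of TRH (10 nM final) was injected and fluo-8 calcium signal (Ex 480/Em 530) followed at 1 s/cycle for 100 cycles in TRHR-expressing cells.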
D1 antagonist = Antagonist of Human D 1 Dopamine Receptor: qHTS | activity change, negative = inhibition, % at 10 µM | AID 504652, 2011 | D(1A) dopamine receptor (Homo sapiens), P21728 | hit rate 3.2% among 360,000 | HEK293 TREx D1 cells, calcium flux, dopamine EC80; active compounds read low; in the data active = activity change below about -30%; also: % is scaled to controls: 0 for no effect and ±100 for the full control effect
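Using tetracycline-induced force-coupled D1 Hek293 cells and a calcium dye, signals were followed for 180 s after compound, then for 180 s after EC80 dopamine, to detect inhibitors.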
D2 antagonist = HTS Assay for Allosteric Antagonists of the Human D2 Dopamine Receptor: Primary Screen for Antagonists; hit rate 2% among 340,000; HEK293 TREx D2 cells, calcium flux, dopamine EC80; D(2) dopamine receptor (Homo sapiens), P14416; inhibition, % at 10 µM; AID 485344, 2010; in the data active = inhibition above about 30%; also: 0% is about no effect
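Cells plated overnight at 30 C with tetracycline; no-wash calcium dye, 30–90 min RT; 10 s baseline; compound pinned; 180 s read; EC80 dopamine added; another 180 s read.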
D2 ag = HTS Assay for Allosteric Agonists of the Human D2 Dopamine Receptor: Primary Screen for Agonists | D(2) dopamine receptor (Homo sapiens), P14416 | HEK293 T-REx D2 cells, calcium flux agonist mode | activation, % at 2 µM | hit rate 0.53% among 340,000 | AID 485358, 2010;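 active = activation over 3 SD above normal in the single-dose calcium agonist read, cut at about 30% in these data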; also: 0% is about no effect
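Tetracycline-induced HEK293 T-REx cells with force-coupled D2 receptor, plated overnight at 30 C, loaded with no-wash calcium dye. After a 10 s baseline, compound was pin-added and calcium flux read kinetically for 180 s; calcium rises flagged agonists.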
TRHR agonist = qHTS for Small Molecule Agonists and Allosteric Enhancers of Human TRH Receptor: Primary Screen for Agonists; Thyrotropin-releasing hormone receptor (Homo sapiens), P34981; TRHR cells, calcium flux fluo-8, FDSS agonist mode; activation, % at 2 µM; hit rate 0.18% among 360,000; AID 493084, 2011; also: 0% is about no effect
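In this calcium-flux screen, cells bearing human TRHR are dye-loaded with fluo-8, baselined for 10 cycles, then exposed to library compounds; positive kinetic calcium responses during the agonist phase mark hits, with TRH as control.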
D1 agonist = Allosteric Agonists of the Human D1 Dopamine Receptor: qHTS; hit rate 1% among 360,000; activation, % at 2 µM; D(1A) dopamine receptor (Homo sapiens), P21728; AID 504660, 2011; HEK293 T-REx D1 cells, calcium flux, agonist mode; also: 0% is about no effect
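Agonism was scored from calcium flux recorded over 180 s (1 read/s) after pintool compound addition, following a 10-cycle baseline. Cells were inducible force-coupled HEK293 TREx D1, plated overnight at 30 C and loaded with no-wash calcium dye.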
D2 PAM = HTS Assay for Positive Allosteric Modulators of the Human D2 Dopamine Receptor: Primary Screen for Potentiators. D(2) dopamine receptor (Homo sapiens), P14416. HEK293 T-REx D2, calcium flux, EC20 dopamine potentiation. potentiation, % at 10 µM. hit rate 0.34% among 340,000;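 active = potentiation over 3 SD above the plate norm, cut at about 30% in these data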; also: 0% is about no effect
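Potentiation of an EC20 dopamine calcium response measured kinetically over 180 s, after a preceding 180 s compound-only read flagging agonists. Cells: inducible Hek293 Trex D2 line, 4000/well, cultured overnight at 30 C before dye loading.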
RXFP1 antagonist = qHTS Assay for Antagonists of the Relaxin Receptor RXFP1; activity change, negative = inhibition, % at 57.5 µM; hit rate 0.59% among 350,000; HEK293-RXFP1, relaxin-stimulated cAMP HTRF, 30 min; active compounds read low;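 active = activity change of -60% or lower, but not beyond a set lower limit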; also: % is scaled to controls: 0 for no effect and ±100 for the full control effect
Target sequence (Q9HBX9 whole entry, looked up): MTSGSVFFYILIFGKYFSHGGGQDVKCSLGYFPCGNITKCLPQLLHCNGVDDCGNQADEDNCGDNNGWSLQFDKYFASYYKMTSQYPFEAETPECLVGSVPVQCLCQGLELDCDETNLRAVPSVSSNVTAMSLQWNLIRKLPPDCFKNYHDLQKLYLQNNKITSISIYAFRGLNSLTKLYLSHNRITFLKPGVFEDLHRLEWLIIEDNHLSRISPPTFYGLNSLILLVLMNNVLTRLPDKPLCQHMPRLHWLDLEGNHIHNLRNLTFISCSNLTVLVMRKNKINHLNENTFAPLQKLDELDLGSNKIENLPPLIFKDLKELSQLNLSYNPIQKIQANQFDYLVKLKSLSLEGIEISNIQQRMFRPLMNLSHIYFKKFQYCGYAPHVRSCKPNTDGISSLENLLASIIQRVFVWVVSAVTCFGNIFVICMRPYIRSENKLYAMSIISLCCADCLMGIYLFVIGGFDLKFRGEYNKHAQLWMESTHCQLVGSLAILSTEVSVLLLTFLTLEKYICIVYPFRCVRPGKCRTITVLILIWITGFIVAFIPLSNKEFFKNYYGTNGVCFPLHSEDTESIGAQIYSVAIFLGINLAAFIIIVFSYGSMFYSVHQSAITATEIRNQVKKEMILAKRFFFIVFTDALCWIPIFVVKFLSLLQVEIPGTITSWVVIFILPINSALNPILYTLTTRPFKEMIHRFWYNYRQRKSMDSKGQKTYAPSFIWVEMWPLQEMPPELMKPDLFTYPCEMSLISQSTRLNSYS
* marks the source's active call; other numbers are inactive results; x = not tested or not shown. Rule as the data show it, unless noted: active = activation above about 30%; inactive = the rest.

SMILES	D1 PAM	TRHR enhancer	D1 antagonist	D2 antagonist	D2 ag	TRHR agonist	D1 agonist	D2 PAM	RXFP1 antagonist
COC(=O)c1cc(S(=O)(=O)N(C)Cc2ccco2)c[nH]1	-7	1	1	8	0.2	0.0	0	22	-3
O=C(NCC1CCCO1)C1CC1(c1ccccc1)c1ccccc1 (stereo not drawn)	4	2	2	-10	0.1	0.0	1	5	-3
CN(C)c1cccc2c(S(=O)(=O)N3CCCC3)cccc12	-3	3	-17	-8	0.7	-0.2	2	-8	0
CC(=O)Nc1ccc(S(=O)(=O)NCC(=O)OCc2cc(=O)oc3ccc4ccccc4c23)cc1	-2	-5	-25	-11	-0.4	-0.2	0	1	-5
COc1ccc(-c2cc(C)nc3c(-c4ccc(OC)c(OC)c4)c(C)nn23)cc1	-3	-12	-9	x	0.6	-2.2	0	x	-30
COc1ccc(C)c(Cn2c(-c3nonc3N)nc3ccccc32)c1	14	17	-13	-12	0.3	0.2	5	-10	-3
Cc1nnc(SCC(=O)Nc2ccc(F)cc2F)n(N)c1=O	-10	7	-4	-26	0.0	-0.7	0	-5	-1
CCCCN1C(=O)/C(=C(/C#N)C(N)=O)c2ccccc21	-8	29	5	3	2.9	1.9	1	10	-15
COc1cc(NC(=O)COC(=O)CNC(=O)c2ccc(C)cc2)c(C)cc1[N+](=O)[O-]	4	1	-9	-5	-0.3	-1.1	1	21	16
COCCNC(=O)C1(C)C=CC2(CCCCC2)N1C(=O)c1ccccc1 (stereo not drawn)	-2	-1	11	-17	0.3	-0.4	-3	-3	x
NC(=O)CN1CCN(S(=O)(=O)c2ccc(Cl)cc2)CC1	7	0	3	11	1.1	1.0	3	0	4
NS(=O)(=O)c1ccc(S(=O)(=O)N(CCc2ccccc2)Cc2ccccn2)cc1	-8	-3	-10	3	-0.4	-0.4	0	-1	-3
CNC(=O)c1ccsc1NC(=O)CCS(=O)(=O)c1ccc(F)cc1	0	-6	2	11	0.8	0.2	5	-8	2
CN1CCN(CC(=O)N/N=C\c2c[nH]c3ccccc23)CC1	1	11	15	3	0.9	0.6	6	0	x
Cc1ccc2c(c1)N=C(c1ccccc1)CC(C(Cl)Cl)=N2	-2	-2	8	16	-1.0	0.8	2	-1	-2

One compound at a time, from the list above.
Profile of CNC(=O)c1ccsc1NC(=O)CCS(=O)(=O)c1ccc(F)cc1 : D1 PAM: 0; TRHR enhancer: -6; D1 antagonist: 2; D2 antagonist: 11; D2 ag: 0.8; TRHR agonist: 0.2; D1 agonist: 5; D2 PAM: -8; RXFP1 antagonist: 2
Profile of NS(=O)(=O)c1ccc(S(=O)(=O)N(CCc2ccccc2)Cc2ccccn2)cc1 : D1 PAM: -8; TRHR enhancer: -3; D1 antagonist: -10; D2 antagonist: 3; D2 ag: -0.4; TRHR agonist: -0.4; D1 agonist: 0; D2 PAM: -1; RXFP1 antagonist: -3

Next section:
SMILES	D1 PAM	TRHR enhancer	D1 antagonist	D2 antagonist	D2 ag	TRHR agonist	D1 agonist	D2 PAM	RXFP1 antagonist
Cc1ccc(S(=O)(=O)N2CCN(C3CC(=O)N(CCc4ccccc4)C3=O)CC2)cc1C (stereo not drawn)	4	-2	-3	11	0.3	-0.2	-1	8	-22
CCc1ccc(OCC(=O)Nc2ccc(CN3CCCCC3)cc2)cc1	-1	10	-7	19	2.2	0.9	11	-12	-3
Cc1cccc(-n2c(O)c(C=Nc3ccccc3-c3n[nH]c(=S)[nH]c3=O)c3ccccc3c2=O)n1	-4	9	8	27	1.0	0.1	0	7	-19
CC(C)(C)c1ccc(C(=O)NNC(=O)C2CCCCC2)cc1	-5	2	-1	21	0.6	1.7	5	8	-8
CCOc1ccc2nc(NC(=O)CSc3nc(-c4ccccc4)c(C#N)c(=O)[nH]3)sc2c1	-1	-2	4	6	-0.8	0.6	20	23	-13
O=C(NCCO)/C(=C\c1ccc([N+](=O)[O-])o1)NC(=O)c1ccccc1	2	6	10	-10	0.1	0.8	2	2	5
COc1ccccc1C(=O)Nc1nsc(-c2ccccc2)n1	-1	-7	11	10	-0.6	-1.1	2	-1	5
COc1ccc(C(c2nnnn2C2CCCCC2)N2CCN(c3ccc(OC)cc3)CC2)cc1 (stereo not drawn)	7	-1	1	-8	-0.5	-0.6	2	3	-2
CSc1ccccc1NC(=O)c1ccccc1N(C)S(C)(=O)=O	1	-1	9	6	-0.2	-0.5	3	1	-1
Cc1nn(-c2ccccc2)c(Cl)c1/C=C1\SC(=S)NC1=O	-1	-1	-28	-19	-1.5	-0.8	5	5	18
COC(=O)c1c(NC(=O)CSc2ncn[nH]2)sc(C)c1C	6	-6	16	18	1.1	0.0	2	-18	-5
Cn1ccnc1SCC(=O)c1cccc(Br)c1	-4	3	6	-3	0.6	-0.1	3	6	-16
O=C1CC2c3ccccc3C1C1C(=O)N(CCO)C(=O)C21 (stereo not drawn)	-2	1	-3	-2	0.2	0.2	2	3	12
O=C(CC(C(=O)O)C1CCCO1)NCCc1ccc2c(c1)OCO2 (stereo not drawn)	-2	1	-6	-2	-0.2	0.2	3	0	-2
Cc1ccc(-c2n[nH]c(=O)c3ccccc23)cc1S(=O)(=O)NCCO	-7	3	9	7	-0.9	0.1	2	-13	9
Cc1onc(-c2ccccc2)c1C(=O)Nc1ccccc1NC(=O)c1c(-c2ccccc2)noc1C	7	-3	-4	-8	0.3	1.1	1	6	-7
C#CCn1c(S(=O)(=O)Cc2ccccc2Cl)nc(-c2ccccc2)c1-c1ccccc1	9	-4	-2	-17	0.0	0.0	1	-4	x
Cc1ccc(NC(C)c2cc(Cl)ccc2O)cc1 (stereo not drawn)	-2	-17	-17	0	0.8	-1.3	2	-4	-2
COC(=O)c1c(NC(=O)/C(C#N)=C/c2ccc(OC)cc2)sc2c1CCC2	1	0	-7	x	0.0	1.1	0	-5	-2
COc1ccc(NS(=O)(=O)NC(=O)c2c(C)n(C)c3ccccc23)cc1	-3	16	2	-8	0.4	0.2	3	-3	8
C#CCOc1c(Cl)cc(/C=N/NC(N)=S)cc1OCC	-6	-2	10	1	-0.6	-0.3	3	-5	x
CC1(C)CC(=O)c2cn3ncnc3nc2C1	-1	1	0	5	-0.2	1.4	3	-4	20
COc1cccc(Nc2nnc(SCc3nc4ccccc4s3)s2)c1	-9	5	-24	-8	-1.0	0.6	4	-4	2
CCCCN(CC)C(=O)CCCn1c(=O)c2cccn2c2ccccc21	-3	-3	-15	x	0.3	-0.1	2	4	-11
O=C(Nc1cnccn1)Nc1ccccc1Cl	-9	-1	-5	4	0.2	0.1	-3	-1	-13
CCN(CC)S(=O)(=O)c1ccc(C)c(NC(=S)N2CCN(Cc3ccc4c(c3)OCO4)CC2)c1	-2	15	-24	-8	2.7	-0.3	4	-3	-26
Cc1cc(C)cc(NC2=NC3(CCCCC3)N=C(N)N2)c1	-10	8	-7	5	0.0	-1.4	7	8	-1
COc1ccc(NC(=O)CCN2C(=O)c3ccccc3S2(=O)=O)cc1	-7	-5	2	-11	-1.2	0.1	1	4	-12
CCN(C(=O)Cn1cc(C(F)(F)F)ccc1=O)c1c(N)n(Cc2ccccc2)c(=O)[nH]c1=O	-3	-2	-13	-8	0.8	0.0	3	9	-1
CCOc1ccc(Cl)cc1C1CC(=O)Nc2cc(OC)c(OC)c(OC)c21 (stereo not drawn)	3	1	-2	x	-1.0	1.0	0	8	x

Quoted at random: 6 compounds from above.
SMILES	D1 PAM	TRHR enhancer	D1 antagonist	D2 antagonist	D2 ag	TRHR agonist	D1 agonist	D2 PAM	RXFP1 antagonist
O=C(Nc1cnccn1)Nc1ccccc1Cl	-9	-1	-5	4	0.2	0.1	-3	-1	-13
CCCCN(CC)C(=O)CCCn1c(=O)c2cccn2c2ccccc21	-3	-3	-15	x	0.3	-0.1	2	4	-11
CCN(C(=O)Cn1cc(C(F)(F)F)ccc1=O)c1c(N)n(Cc2ccccc2)c(=O)[nH]c1=O	-3	-2	-13	-8	0.8	0.0	3	9	-1
C#CCOc1c(Cl)cc(/C=N/NC(N)=S)cc1OCC	-6	-2	10	1	-0.6	-0.3	3	-5	x
COc1ccc(NS(=O)(=O)NC(=O)c2c(C)n(C)c3ccccc23)cc1	-3	16	2	-8	0.4	0.2	3	-3	8
C#CCn1c(S(=O)(=O)Cc2ccccc2Cl)nc(-c2ccccc2)c1-c1ccccc1	9	-4	-2	-17	0.0	0.0	1	-4	x

(list continues)
SMILES	D1 PAM	TRHR enhancer	D1 antagonist	D2 antagonist	D2 ag	TRHR agonist	D1 agonist	D2 PAM	RXFP1 antagonist
COc1ccc(NC(=O)Cc2coc3ccc4ccccc4c23)cc1S(=O)(=O)N1CCOCC1	-3	-11	-9	2	-0.6	0.6	1	-5	17
Cc1c(Cl)cccc1NC(=O)C1CCCCC1	-4	-3	3	x	x	1.0	5	x	x
COc1ccc(S(=O)(=O)NCC(c2ccco2)N2CCN(c3ccc(F)cc3)CC2)cc1 (stereo not drawn)	-4	2	x	x	0.0	-0.3	-2	-2	-36
Cc1ccc(NC(=O)O/N=C/c2ccc(F)cc2)cc1	-1	-3	-3	1	0.7	0.1	5	-12	6
Cc1ccc(C23CC4CC(CC(NC(=O)NN)(C4)C2)C3)cc1	-2	11	21	4	0.3	1.7	5	-7	2
O=C(Nc1ccc(N2CCOCC2)cc1)c1cc2ccccc2o1	-8	0	1	1	-0.4	0.1	-2	-10	-1
CCCCS(=O)CC(COC)OC(=O)c1ccccc1 (stereo not drawn)	2	1	2	15	0.2	1.4	-2	-7	-1

From PubChem
